# hgDAF12 agonist: hgDAF-12 agonism, primary luciferase screen | HEK293 GAL4-hgDAF12 UAS-luciferase reporter, agonist luminescence; normalized to butyrate control | activation, % at 6.8 µM | 1.8% of 370,000 active;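 active means activation above a cutoff set at the mean of all screened compounds plus 3 SD, cut at about 10% in these data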;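 further: 0% = DMSO wells and 100% = sodium butyrate wells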
# DAX1 inh-1: inhibitors of human orphan nuclear receptor DAX1 (NR0B1) | HEK293 Gal4-DAX1 luciferase reporter, luminescence | inhibition, % at 6.75 µM | 0.99% of 340,000 active | AID 504766;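 active means inhibition above the mean over all tested compounds plus 3 SD, cut at about 4.2% in these data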;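 further: 0% = DAX1-transfected cells with DMSO and 100% = empty-vector control cells with DMSO; inhibition shows as a rise in luminescence from relieved DAX1 repression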
# Target sequence (P51843 207-470 limits assumed): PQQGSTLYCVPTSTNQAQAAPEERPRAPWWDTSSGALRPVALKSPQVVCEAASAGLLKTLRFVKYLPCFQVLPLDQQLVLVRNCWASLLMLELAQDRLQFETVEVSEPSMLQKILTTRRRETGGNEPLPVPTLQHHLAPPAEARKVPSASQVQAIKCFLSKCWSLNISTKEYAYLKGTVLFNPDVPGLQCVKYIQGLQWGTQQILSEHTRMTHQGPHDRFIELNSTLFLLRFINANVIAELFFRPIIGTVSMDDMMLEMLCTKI
# PLC-beta3 inh: inhibitors of human phospholipase C beta3 | Q01970 | 0.18% of 370,000 active | inhibition, % at 12.2 µM | Purified PLC-beta3, fluorogenic substrate, fluorescence; in the data active means inhibition above about 11%;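 further: 0% = median of compound wells on plate and 100% = full blocker control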
# sPLA2-III inh: Blocks human group III sPLA2 activity; 0.56% of 370,000 active; AID 743126; QFRET BODIPY PC-A2 liposome hydrolysis, fluorescence; inhibition, % at 12.2 µM;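 active means inhibition above mean plus 3 SD of compounds lying within the high and low control bounds, cut at about 19% in these data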;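 further: 0% = median of test compound wells and 100% = no enzyme DMSO wells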
# FXN GAA850 act: frataxin GAA850 promoter activation; 0.56% of 360,000 active; HEK293 lucGAA850 FXN promoter luciferase reporter, 24 h; percent of 10 µM SAHA response; activation, % at 6 µM;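 active means activation above the average of all compounds screened plus 3 SD, cutoff fixed separately per campaign, cut at about 7.5% in these data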;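 further: 0% = DMSO wells and 100% = 10 µM SAHA wells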
# ssDAF-12 act: activators of S. stercoralis DAF-12 nuclear receptor; HEK293 ssDAF-12/GRIP1 lit1-tk-luc reporter, luminescence; % of 3 µM dafachronic acid response; 1% of 370,000 active; activation, % at 6.8 µM;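 active means activation above the mean over all tested compounds plus 3 SD, cut at about 0.9% in these data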;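 further: 0% = DMSO-only wells and 100% = 3 µM delta7-dafachronic acid wells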
# DAX1 inh-2: blocks DAX1 repression of SF-1 activated StAR promoter; HEK293T StAR-luciferase reporter, SF-1/DAX-1 repression relief; inhibition, % at 6.8 µM; 1.1% of 370,000 active; AID 652010;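 active means inhibition above the mean over all tested compounds plus 3 SD, cut at about 3.6% in these data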;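 further: 0% = DAX-1 cells with DMSO and 100% = cells lacking DAX-1 with DMSO; higher inhibition means more luminescence from relief of DAX-1 repression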
# ADAM17 inh: inhibits human ADAM17; AID 720648; recombinant ADAM17, EDANS/DABCYL FRET peptide cleavage; P78536; inhibition, % at 6.95 µM; 0.83% of 370,000 active;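 active means inhibition above the mean of compounds lying between control limits plus 3 SD, set per campaign, cut at about 8.5% in these data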;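 further: 0% = DMSO-only wells as the low control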
# Target sequence (P78536 215-824 limits assumed): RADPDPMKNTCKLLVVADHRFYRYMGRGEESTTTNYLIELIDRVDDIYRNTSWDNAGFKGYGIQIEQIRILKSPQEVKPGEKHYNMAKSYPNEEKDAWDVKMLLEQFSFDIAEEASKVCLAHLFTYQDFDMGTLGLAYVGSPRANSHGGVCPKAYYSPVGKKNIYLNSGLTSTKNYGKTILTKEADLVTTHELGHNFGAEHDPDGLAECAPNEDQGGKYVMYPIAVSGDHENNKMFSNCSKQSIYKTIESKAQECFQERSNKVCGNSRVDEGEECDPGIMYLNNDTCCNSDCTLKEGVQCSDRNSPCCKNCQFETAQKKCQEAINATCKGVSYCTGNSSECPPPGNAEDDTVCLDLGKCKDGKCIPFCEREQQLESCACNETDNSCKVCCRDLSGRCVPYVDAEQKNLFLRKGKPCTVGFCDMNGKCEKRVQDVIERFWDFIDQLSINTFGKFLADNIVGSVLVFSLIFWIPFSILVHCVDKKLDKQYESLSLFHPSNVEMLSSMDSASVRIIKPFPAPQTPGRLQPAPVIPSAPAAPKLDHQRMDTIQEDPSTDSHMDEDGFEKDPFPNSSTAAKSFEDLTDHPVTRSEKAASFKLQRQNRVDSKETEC
# hcDAF-12 act: H. contortus DAF-12 activation, primary screen; activation, % at 6.8 µM; AID 652067; HEK293 hcDAF-12 lit1-tk-luc reporter, luminescence; 0% DMSO, 100% Δ7-dafachronic acid; 1.4% of 370,000 active;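 active means activation above the mean of all tested compounds plus 3 SD, cut at about 5.5% in these data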;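 further: 100% = response to 3 µM Δ7-dafachronic acid high control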
# ADAM10 inh: inhibits human ADAM10; inhibition, % at 7 µM; 0.62% of 370,000 active; O14672; recombinant ADAM10, EDANS/DABCYL FRET peptide cleavage, 3 h;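 active means inhibition above a per-campaign cutoff equal to the mean of compounds falling between control-based bounds plus 3 SD, cut at about 20% in these data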;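 further: 0% = DMSO wells while the 100% control is not disclosed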
# PLCg1 inh: PLC-gamma1 (human) inhibition, primary screen; 0.84% of 370,000 active; AID 720700; purified PLC-gamma1, fluorogenic substrate, fluorescence; inhibition, % at 12.2 µM; in the data active means inhibition above about 9.5%
# * marks the source's active call; other numbers are inactive results; i = inactive; . = no result given. Rows are unselected, and some 6.9% of all compounds hit somewhere here.
No.	molecule	hgDAF12 agonist	DAX1 inh-1	PLC-beta3 inh	sPLA2-III inh	FXN GAA850 act	ssDAF-12 act	DAX1 inh-2	ADAM17 inh	hcDAF-12 act	ADAM10 inh	PLCg1 inh
1	Cc1ccc(S(=O)(=O)NCc2nc3ccccc3c(=O)n2N)cc1	-2.4	-1.2	-3	3	-1.3	-1.0	-1.2	2	0.7	14	-7
2	Cc1cccc(C(=O)N2CCCC(N3CCN(c4cccc(Cl)c4)CC3)C2)n1 (configuration not stated)	0.3	-0.7	-13	0	2.3	-1.1	-1.6	-4	-0.9	1	0
3	COc1ccc(CNC(=O)CCc2c[nH]c3ccccc23)cc1	-2.0	-0.8	-4	-35	-1.0	-1.4	0.0	0	-1.5	-1	-2
4	O=C(O)CCCCCNC(=O)c1ccc(Br)cc1	0.8	-0.6	1	4	0.4	-0.7	-0.2	-4	0.2	-9	-1
5	O=C(O)c1ccc(CNCc2c(Cl)cccc2Cl)cc1	-0.7	-0.8	0	10	-0.8	-1.2	0.0	4	-1.6	-5	-1
6	Cc1cc2c(cc1C)C(c1cccc([N+](=O)[O-])c1)CC(=O)N2 (configuration not stated)	-2.0	-1.3	-1	7	-0.5	-1.7	-1.4	-2	-3.3	10	1
7	Cc1nc2scc(C)n2c(=O)c1S(=O)(=O)Nc1ccc(N2CCOCC2)c(Cl)c1	-0.5	-0.6	-2	5	0.2	-1.2	-0.1	0	2.7	1	4
8	CC1=NOC(=O)/C1=C/c1ccc2c(c1)OCO2	0.3	-0.6	-5	1	-0.4	-1.9	-0.2	-5	-1.8	-3	-3
9	COc1ccc(CCNC(=O)COc2ncnc3cc([N+](=O)[O-])ccc23)cc1	-1.8	-0.1	-4	1	-1.7	-1.5	-0.9	-3	2.4	6	-4
10	Nc1ccc(C(=O)N/N=C/c2ccccc2)cc1	4.9	1.1	-1	9	1.6	-0.3	0.8	-9	0.8	-4	-2
11	Cc1cc(NC(=O)COc2coc(CN3CCN(c4ccccc4F)CC3)cc2=O)no1	0.4	-1.5	-4	11	-0.6	-1.2	0.5	-3	-1.2	-7	-1
12	COc1ccc(NC(=O)CCCSc2ccccc2)cc1	-0.1	0.8	-17	-7	-1.2	-1.6	1.4	-2	0.5	-2	0
13	Cc1ccccc1OCC(=O)Nc1ccc(Cc2ccncc2)cc1	-2.2	-2.9	-1	-17	-0.5	-2.6	-1.6	6	-5.6	13	9
14	CCCCN(C=O)c1c(CC)nc2ccc(C(=O)N3CCN(c4ccccc4)CC3)cn12	1.1	.	-3	9	0.6	-0.6	-1.7	-7	0.3	-15	2
15	Cc1cccc(-c2cnn(-c3cccc([N+](=O)[O-])c3)c2N)c1	7.7	0.0	0	1	1.0	-1.3	-0.1	-1	-1.1	8	2
16	N#Cc1ccc(CSc2nnc(COc3ccccc3)n2-c2ccccc2)cc1	-3.4	-0.3	2	-16	-1.5	-2.2	-0.4	1	-2.8	0	-1
17	O=C(CCC1CCCCC1)NCCS(=O)(=O)N1CCN(c2ccccc2F)CC1	-3.0	-0.6	1	-3	0.5	-1.0	-0.1	-2	-1.3	-1	-2
18	CC1(C)Cc2c(sc3nc(SCC(=O)O)[nH]c(=O)c23)CO1	-0.6	-0.2	-1	3	-1.7	-0.4	0.6	-10	-0.6	-38	2
19	Cc1ccc(Nc2c(-c3ccccc3)nc3cnccn23)cc1	-1.7	-0.6	-254	-3	3.8	-1.8	-0.3	-24	-1.8	-69	-343
20	Cn1c(=O)c2c(nc(NCCCO)n2Cc2cccc(Br)c2)n(C)c1=O	-2.4	-0.2	1	2	-0.3	-1.7	-0.6	-2	-0.8	1	0
21	O=C(COC(=O)CN1CCSC1=O)Nc1ccc(F)cc1Cl	1.0	-0.7	-4	-4	-1.1	-1.0	-0.4	-1	-0.9	-2	0
22	Cc1cccc(N(Cc2ccccc2)C(=O)CN2C(=O)NC3(CCCCC3C)C2=O)c1 (configuration not stated)	-3.0	-0.5	2	-13	-0.1	-1.2	-1.7	0	0.1	1	2
23	CCC(=O)/C=C1/Sc2ccccc2N1CC	-2.1	-1.0	0	-6	-1.2	-1.0	-0.7	-3	0.4	1	3
24	COc1ccc2cnn(-c3ccc(C)cc3)c(=O)c2c1OC	4.3	0.5	0	1	4.9	-1.1	0.2	0	0.5	3	2
25	Cc1cc(S(=O)(=O)N2CCCC(N(C)CCc3ccccn3)C2)c(C)cc1Cl (configuration not stated)	-2.2	0.8	-9	-4	0.1	-1.7	-2.4	-3	-1.5	-5	-1
26	Cc1ccccc1CN1CCCOCCS1(=O)=O	-0.5	0.2	2	9	-0.3	-1.6	-0.1	-5	0.0	-5	-1
27	C/C(=N/NC(=O)c1cc2ccccc2cc1O)c1ccco1	0.4	0.1	-111	2	2.5	-0.5	1.4	0	0.8	11	-106
28	COc1ccc(-n2c(SC)nc(O)c(Cc3ccccc3)c2=O)cc1	0.6	0.3	0	4	0.0	-1.2	0.2	-4	-0.7	1	-3
29	CN(CC(=O)Nc1ccc(F)cc1)C(=O)COc1ccc(C(=O)c2ccccc2)cc1	-1.6	-1.3	1	-4	-0.1	-1.0	-1.0	2	-0.6	4	1
30	CCc1cccc(NC(=O)CCc2c(C)nn(-c3ccc(N4CCCCC4)nn3)c2C)c1	-2.1	0.0	-13	-15	-0.3	-1.6	0.2	-1	0.4	5	-6
31	CC(C)OC(=O)CSc1nnc(CNc2ccc(Cl)cc2)n1C	2.3	-0.2	2	-3	-1.0	-1.1	-0.8	-3	-0.3	0	-1
32	COc1ccccc1S(=O)(=O)N(C)C[C@H]1OCc2cn(nn2)CCCC(=O)N([C@@H](C)CO)C[C@@H]1C	-0.2	0.4	1	4	-2.1	-1.0	-1.0	-3	-0.2	-21	2
33	Cc1ccc2cc(CCNC(=O)c3ccc(S(=O)(=O)N4CCOCC4)cc3)c(=O)[nH]c2c1C	2.2	-0.2	-9	-4	0.3	-0.3	-0.2	2	-0.2	-8	3
34	CCOc1cc(NC(=O)c2ccccc2[N+](=O)[O-])c(OCC)cc1NC(=O)CC(C)C	0.8	-0.9	-1	1	-2.0	-1.0	-0.8	-4	-0.1	-6	0
35	Cn1nc(-c2ccc(C(=O)O)cc2)c2ccccc2c1=O	-1.4	0.3	3	0	-0.4	-1.4	0.1	-1	-0.3	2	0
36	Cn1cc([C@]2(O)C(=O)Nc3ccccc32)c2ccccc21	6.4	.	3	-8	.	0.9	0.3	-4	2.1	-7	2
37	Cc1ccc(C(=O)C2CCN(CC(=O)N(C)C3CCCCC3)CC2)cc1	1.0	.	-2	11	.	-1.8	-1.2	-4	-2.3	2	0
38	CC(=O)c1c(COC(=O)c2ccncc2)nc2ccccc2[n+]1[O-]	1.5	-0.1	3	7	-0.2	-0.5	1.0	1	1.1	9	7
39	CC(CCc1ccccc1)NC(=O)c1ccccc1 (configuration not stated)	-2.0	-0.4	0	7	-0.1	-0.9	-0.3	-1	-0.8	-2	3
40	COc1cc(C2NC(=O)NC(C)=C2C(=O)OC2CCCC(C)C2)cc(Br)c1O (configuration not stated)	-1.4	-0.4	-13	-15	-0.4	-0.8	0.2	0	-1.6	6	-4
41	Brc1ccc(COn2ccnc2)cc1	-1.6	-0.1	-4	-1	1.3	-0.9	0.1	0	3.2	-3	-3
42	C/C(=N\OC(=O)C1CC1)C1CC1c1ccc(F)cc1 (configuration not stated)	3.0	-0.2	-1	-2	-0.6	-2.1	0.0	0	0.4	1	-2
43	CC(C)(C)c1csc(NC(=O)c2ccncc2)n1	-5.4	-1.7	-4	-2	-0.3	-1.2	-2.3	-3	-2.3	3	-2
44	Cc1ccc(Cn2c(CCNc3nc(-c4ccc(Cl)c([N+](=O)[O-])c4)cs3)nc3cc(Cl)c(Cl)cc32)cc1	1.6	-0.1	-1	-3	2.0	-0.9	0.0	-1	0.9	-3	0
45	COCCCNc1ccn2nc(-c3ccc(Cl)cc3)cc2n1	14*	.	-122	5	5.0	0.3	7.3*	-45	8.0*	-166	-93
46	Cn1c(=O)c([N+](=O)[O-])c(-n2cnc3ccccc32)c2ccccc21	-1.0	.	-13	-5	1.9	-0.8	-0.1	-1	4.4	-1	-2
47	COc1ccc(CCn2c(=N)c(C(=O)NCCN3CCOCC3)cc3c(=O)n4ccccc4nc32)cc1OC	-1.1	0.7	-11	0	2.9	-1.2	-1.9	-4	-1.2	-25	-8
48	O=C(CCOc1ccccc1F)N1CCN(c2ccccc2O)CC1	3.6	0.3	1	-3	7.1	-0.9	0.1	0	0.5	4	1
49	O=C(CNC(=O)N1CC(=O)Nc2ccccc21)Nc1ccccc1F	3.9	-0.4	-8	6	-0.7	1.0*	-0.2	-4	3.3	-8	0
50	Cc1cc(=O)[nH]c(N/N=C/c2ccco2)n1	2.2	0.2	-1	-1	1.6	0.0	0.7	-1	3.7	-7	3
51	COc1ccc(S(=O)(=O)Nc2ccc3c(c2)C(=O)N([C@H](C)CO)C[C@H](C)[C@@H](CN(C)Cc2ccncc2)OCCCC[C@@H](C)O3)cc1	-1.5	1.2	1	-7	0.8	-1.3	-0.1	-4	1.6	-5	-2
52	Cc1ccc(CCC(=O)Nc2cc(Cl)ccc2Cl)o1	-0.6	0.1	-7	-21	-0.1	-1.1	0.3	1	-0.4	0	-1
53	O=C(N/N=C/c1ccccc1Cl)c1ccncc1	-0.1	1.9	-2	3	0.7	-1.0	-0.1	-5	-2.5	-9	-1
54	O=C(Nc1cccnc1)c1ccc(Cl)c(S(=O)(=O)N2CCCCCC2)c1	-3.4	-2.3	0	-8	0.2	-1.9	-1.1	1	-3.6	-2	2
55	Cc1nn(C(C)C(=O)NCCCN2CCCCCC2)c(=O)c2cc3sccc3n12 (configuration not stated)	-0.8	0.2	-22	6	-1.6	-1.1	1.9	-2	-0.5	-15	-5
56	CC1(C)Cc2c(c(N3CCOCC3)nc3snc(N)c23)CO1	4.1	0.3	2	-3	-5.1	-0.6	0.9	-14	-2.9	-60	1
57	COc1ccc(CCC2(C)NC(=O)N(C(C)C(=O)Nc3ccccc3F)C2=O)cc1 (configuration not stated)	-0.3	0.5	1	-6	-0.2	-1.1	-0.4	1	0.7	2	1
58	O=c1[nH]c(NCCCO)nc2c1C1(CCCC1)Cc1ccccc1-2	-0.1	1.1	i	-21	0.4	-0.8	0.3	i	-0.2	i	i
59	CN(C)C(=O)COC(=O)c1cccc(S(=O)(=O)Nc2ccc(OCc3ccccc3)cc2)c1	2.6	0.1	-5	-39	-0.9	-1.2	-1.2	6	-2.0	10	-1
60	Cc1cccc(N2C(=O)N3[C@H](c4ccc(F)cc4)[C@@H]4C(=O)N(C5CCCCC5)C(=O)[C@@H]4[C@]3(Cc3ccc(Cl)cc3)C2=O)c1	2.0	1.5	0	3	4.7	-1.3	0.5	-3	-1.1	5	2

# Screening data from PubChem.
